Screening data: PubChem BioAssay, Sanford-Burnham Center for Chemical Genomics
CXCR6 inh – CXCR6 (human) receptor inhibition; O00574; CHO-K1 PathHunter CXCR6 beta-arrestin, luminescence; inhibition, % at 20 µM; 360,000 compounds, 0.36% hits; in the data active means inhibition above about 34%, passing the limit was not always enough;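 further: antagonist mode with CXCL16 agonist at 10 nM final; 0% = 10 nM CXCL16 with DMSO and 100% = unstimulated wells without agonist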
APJ ag – agonists of human APJ apelin receptor; activation, % at 20 µM; CHO-K1 APJ PathHunter beta-arrestin, luminescence; 0% DMSO wells, 100% apelin; P35414; 330,000 compounds, 0.11% hits;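 active means activation more than six SD over the plate average, tested at 20 µM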;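 further: 0% = DMSO alone and 100% = apelin-13 at 10 nM; some results filed as inactive read as strong as hits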
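Incubation: overnight seeding, 90 min compound at 25 °C, 1 h detection; test system: PathHunter CHO-K1 APJ (AGTRL-1) beta-arrestin reporter cells; amount: 1000 cells/well; doses: one dose, 20 µM compound, 1% DMSO; measured by: beta-gal luminescence; measure: agonist-driven arrestin binding to APJ; benchmarks: negative DMSO alone, positive Apelin-13 at 10 nM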
CCR6 antagonist – blocks CCL20-driven beta-arrestin recruitment at human CCR6. P51684. CHO-K1 CCR6 PathHunter beta-arrestin, luminescence, CCL20-stimulated. inhibition, % at 20 µM. 340,000 compounds, 0.49% hits;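 active means compounds whose inhibition of the agonist-driven luminescence signal at 20 µM reaches about 50%, limit read from the data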;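 further: cells stimulated with CCL20 at 14 nM final; plate controls were DMSO with CCL20 for no effect and DMSO without agonist for full effect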
EBI2 antag – blocks human EBI2 receptor beta-arrestin signaling. P32249. EBI2 beta-arrestin recruitment, luminescence, 7a,25-OHC stimulated. inhibition, % at 5 µM. AID 651636. 360,000 compounds, 0.81% hits; in the data active means inhibition above about 38%;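 further: enzyme fragment complementation signal reports receptor beta-arrestin coupling in cells; 0% = agonist plus DMSO wells and 100% = wells without agonist; some results beyond the cut were filed as inactive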
Target sequence (P32249 whole entry, looked up, the tested form may be a part): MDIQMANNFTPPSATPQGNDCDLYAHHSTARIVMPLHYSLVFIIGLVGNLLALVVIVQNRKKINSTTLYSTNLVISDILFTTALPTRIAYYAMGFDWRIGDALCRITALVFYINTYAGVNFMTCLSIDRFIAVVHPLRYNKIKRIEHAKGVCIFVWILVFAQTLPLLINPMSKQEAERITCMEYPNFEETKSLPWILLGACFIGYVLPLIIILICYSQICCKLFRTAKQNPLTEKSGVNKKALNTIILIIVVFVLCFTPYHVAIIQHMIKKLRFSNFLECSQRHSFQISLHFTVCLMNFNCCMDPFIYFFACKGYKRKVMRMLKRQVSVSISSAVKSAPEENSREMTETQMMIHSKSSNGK
APJ antagonist – APJ receptor antagonism; 330,000 compounds, 0.32% hits; inhibition, % at 20 µM; CHO-K1 APJ beta-arrestin complementation, luminescence; P35414;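 active means inhibition above about 40% at 20 µM, limit read from the data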;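 further: cells challenged with 10 nM apelin-13 agonist together with compound; plate controls were apelin-13 plus DMSO wells for no effect and DMSO wells lacking apelin-13 for full effect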
Gli-Sufu block – Gli-Sufu pathway antagonism; Sufu-KO-LIGHT fibroblasts, Gli luciferase reporter luminescence; inhibition, % at 5 µM; 340,000 compounds, 0.74% hits;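 active means inhibition above about 55%, limit read from the data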;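 further: 0% = DMSO-treated cells and 100% = wells with medium but no cells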
ATG4B inhibitor – ATG4B (human) cysteine protease inhibition; inhibition, % at 8.33 µM; AID 504462; 340,000 compounds, 0.51% hits; ATG4B cleavage of LC3-PLA2, NBD-HPC fluorescence, 1 h; Q9Y4P1; in the data active means inhibition above about 40%
Target sequence (Q9Y4P1 whole entry, looked up): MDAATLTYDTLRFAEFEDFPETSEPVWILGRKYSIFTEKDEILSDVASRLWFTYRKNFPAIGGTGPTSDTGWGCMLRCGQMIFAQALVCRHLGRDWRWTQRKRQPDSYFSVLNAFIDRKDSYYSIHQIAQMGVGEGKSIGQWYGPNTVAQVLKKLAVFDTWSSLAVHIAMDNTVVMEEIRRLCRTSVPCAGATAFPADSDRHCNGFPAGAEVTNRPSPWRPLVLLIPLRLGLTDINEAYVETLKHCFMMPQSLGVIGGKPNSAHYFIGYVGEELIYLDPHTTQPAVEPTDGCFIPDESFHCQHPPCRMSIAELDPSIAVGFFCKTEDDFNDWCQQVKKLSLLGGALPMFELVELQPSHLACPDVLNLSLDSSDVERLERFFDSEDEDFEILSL
UBC13 polyUb – blocks human UBC13 polyubiquitin chain formation; AID 485273; 330,000 compounds, 0.47% hits; TR-FRET; P61088; inhibition, % at 20 µM; in the data active means inhibition above about 45%, passing the limit was not always enough
Target sequence (P61088 whole entry, looked up): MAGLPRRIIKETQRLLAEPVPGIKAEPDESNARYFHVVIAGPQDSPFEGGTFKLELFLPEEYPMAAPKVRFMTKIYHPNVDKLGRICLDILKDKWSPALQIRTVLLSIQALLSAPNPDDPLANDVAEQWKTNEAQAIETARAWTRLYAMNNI
* hit, by the source's call; . = not tested or not shown.

SMILES	CXCR6 inh	APJ ag	CCR6 antagonist	EBI2 antag	APJ antagonist	Gli-Sufu block	ATG4B inhibitor	UBC13 polyUb
COC(=O)C[C@H]1c2cc(C(F)(F)F)ccc2S(=O)(=O)N1C1CCCC1	0	-6	8	5	-55	-10	2	5
O=C(O)CCc1ccc(-c2cccs2)n1NC(=O)c1cccs1	-1	-3	7	-2	7	2	-6	-12
CNC(=O)CSc1nnc(-c2ccccc2)n1C	-4	-1	-5	-5	-4	-6	-2	6
COC(=O)CNC(=O)c1ccc2c(c1)S(=O)(=O)c1ccccc1C2=O	10	3	-19	-9	-21	7	-5	-6
CS(=O)(=O)NNC(=O)Cn1nnc(-c2cc(C(F)(F)F)cc(C(F)(F)F)c2)n1	-11	3	-8	6	9	6	-1	3
CCn1c(=O)n(CC(=O)NCc2ccco2)c(=O)c2ccccc21	-1	-3	-13	-1	4	-3	-6	-5
COc1ccc(S(=O)(=O)Cc2ccc(C(=O)NC3CCC(C)CC3)o2)cc1 (centres undefined)	-1	-1	-1	-2	12	-14	-6	0
CCN(CC(=O)Nc1sc2c(c1C#N)CCC(C)C2)Cc1nc2ccccc2c(=O)[nH]1 (centres undefined)	-6	-3	7	7	-25	27	-11	-5
CCN1CCN(CC(=O)N2N=C(c3cccs3)CC2c2ccc(OC)c(OC)c2)C(=O)C1=O (centres undefined)	2	-1	5	-3	7	-5	-13	-19
O=C1C=C(N2CCN(c3ccccn3)CC2)C(=O)c2c(O)ccc(O)c21	8	.	21	-18	.	16	8	.
Cc1[nH]nc(-c2ccc(OCc3cnn(-c4ccccc4)c3)c(C)c2O)c1Oc1ccccc1	6	1	-7	29	-3	11	-11	-11
Cc1c(NC(=S)N/N=C/C=C/c2ccc([N+](=O)[O-])cc2)c(=O)n(-c2ccccc2)n1C	6	-3	21	-4	13	0	-6	10
Cc1nnc(SCC(=O)Nc2ccc3c(c2)OCCO3)s1	4	-2	2	-4	-7	2	4	18
CN(C)/C=C1/NC(=S)NC1=O	-4	-1	4	1	-3	63*	3	-20
Oc1cccc(C(=S)N2CCN(Cc3ccccc3)CC2)c1	5	-1	0	-21	-17	0	-10	12
CCN(CC(=O)NCc1cccs1)C(=O)c1ccc(OC)c(OC)c1	-11	-3	12	-6	11	-9	8	11
CCCn1c(SCC(=O)Nc2ccc(Cl)cc2F)nc(O)cc1=O	0	-2	6	4	-9	3	-7	-1
O=C(CSc1nc2ccccc2c(=O)n1CC1CCCO1)NCC1CCCO1 (centres undefined)	-2	0	-3	-2	4	2	-7	0
CCC(C)CCN1CCN=C1N(C)C (centres undefined)	-1	-1	3	-2	-4	12	14	-10
O=C(NCc1ccccc1CN1CCCC1)c1ccc(Cl)c(N2CCCC2=O)c1	7	-4	9	-6	13	0	6	15
CC(C(=O)NCC1CCCO1)n1cc([N+](=O)[O-])cn1 (centres undefined)	-8	-2	-10	-15	-8	1	2	-8
O=C(O)c1ccccc1-c1nc2ccccc2c(=O)n1O	-6	1	10	-4	3	2	4	11
CC(C)Cn1c(N)c(C(=O)COC(=O)C2=COCCO2)c(=O)n(C)c1=O	-14	-1	7	3	-13	-12	2	10
Cc1cc(C(=O)C(=O)N(C)C)c(C)n1-c1ccc([N+](=O)[O-])cc1	3	1	-15	-9	-1	-2	1	-3
Cc1cccc(N2CCN(S(=O)(=O)c3ccc(-c4ccc(=O)[nH]n4)o3)CC2)c1C	1	3	24	12	-36	14	9	-5
Additional structures
SMILES	CXCR6 inh	APJ ag	CCR6 antagonist	EBI2 antag	APJ antagonist	Gli-Sufu block	ATG4B inhibitor	UBC13 polyUb
CCCCN1CNC(=S)N(CCc2ccc(OCC)c(OCC)c2)C1	-6	1	4	2	-6	6	1	-1
COc1ccc(C(=O)Nn2c(SCc3cccc([N+](=O)[O-])c3)nc3ccccc3c2=O)cc1	15	-3	16	11	8	-4	30	43
CC(C)(C)NC(=O)CSc1nnc(NC(=O)CCc2ccccc2)s1	-1	-2	15	1	12	-6	-2	6
CCC1CCCCN1CCCNC(=O)c1ccc2c(=O)n(CCOC)c(=O)[nH]c2c1 (centres undefined)	6	2	-5	-10	16	23	-2	9
COc1ccc(CCNc2cc(C)nc3c(-c4ccccc4OC)cnn23)cc1OC	-1	-1	14	-4	10	13	21	8
CCN(CC)Cc1c(O)ccc2occ(C(=O)c3ccc(OC)cc3)c12	-1	-1	11	16	2	2	2	3
COc1ccc2cc(Br)ccc2c1CC(=O)N(C)C	-1	-2	10	12	19	-6	-1	-5
Fc1ccccc1Nc1nc(-c2ccncc2)nc2ccccc12	-6	3	9	-8	0	7	-5	11
Cc1cc(Br)ccc1NC(=O)C1C2CCC(O2)C1C(=O)O (centres undefined)	-7	-3	-4	4	11	-23	1	-1
O=C(N/C(=C/c1cccs1)C(=O)N1CCOCC1)c1ccccc1	-12	-3	-6	-8	-10	-14	4	0
C=CCNC1=C(Cl)C(=O)N(c2ccccc2Cl)C1=O	-2	3	1	1	8	-1	1	-4
COc1cc(C(=S)N2CCC(C(N)=O)CC2)ccc1O	-11	-2	4	2	18	0	-5	5
CCOC(=O)N1CCN(CCC(=O)c2ccc(Br)cc2)CC1	0	-2	-4	-1	11	10	0	7
CC(C)OCC(O)CS(=O)(=O)Cc1ccccc1 (centres undefined)	9	2	4	-3	11	4	2	7
Cc1n[nH]c(=O)c2c(NC(=O)CSc3c(Cl)cccc3Cl)oc(C)c12	6	-8	7	1	8	-2	0	-4
COc1cccc(CNC(=O)C2=C(C)C(=O)OC23CCC(C)CC3)c1 (centres undefined)	7	4	-9	-4	10	-7	-8	-7
Cc1ccc(CCNc2ncnc(Cl)c2N)cc1	-14	.	-4	-3	.	11	3	.
C[C@H](NC(=O)c1ccccc1Cl)C(=O)OCc1cn2cc(Cl)ccc2n1	-3	-2	-9	-3	-1	-8	-15	106*
c1ccc(OCCOCCN2CCc3ccccc3C2)cc1	12	-9	13	-1	-6	9	-9	4
Cn1cc([N+](=O)[O-])c(C(=O)Nc2nccs2)n1	4	-1	5	-7	-1	5	-2	4
CN(C(=O)CC1C(=O)NCCN1Cc1ccc(F)c(F)c1)C1CCOCC1 (centres undefined)	9	-2	7	-2	-2	-9	13	-11
O=C1c2ccccc2C(=O)N1c1ccc(Cc2ccncc2)cc1	-22	-4	0	-19	-20	4	33	-4
COc1cccc(NC(=O)CCN2C(=O)c3ccccc3Sc3ncccc32)c1	0	-2	-1	-6	14	-7	-6	-4
S=C(Nc1ccccc1Oc1ccccc1)NC1CCCC1	21	-2	8	-14	25	3	24	5
CCOC(=O)c1sc(NC(=O)c2cc(-c3ccc(C)cc3)nc3ccccc23)c(C#N)c1C	6	-4	22	-6	19	41	2	-12
(continued)
SMILES	CXCR6 inh	APJ ag	CCR6 antagonist	EBI2 antag	APJ antagonist	Gli-Sufu block	ATG4B inhibitor	UBC13 polyUb
O=C(Nc1ccc(Cl)cc1C(F)(F)F)C(Sc1cccc[n+]1[O-])c1ccccc1 (centres undefined)	2	-1	-4	-6	-5	12	-11	14
COc1ccc(NS(=O)(=O)c2ccc(O)c(NS(=O)(=O)c3ccc(NC(C)=O)cc3)c2)cc1	-3	-1	5	-16	-5	-7	-43	-8
COc1ccc(C)cc1NC(=O)NNC(=O)c1cc2ccccc2cc1O	-13	3	7	2	-14	11	-4	0
CC1CCCN(C(=O)c2ccc(NC(=O)CC3SC(N4CCCC4)=NC3=O)cc2)C1 (centres undefined)	12	3	12	3	16	-10	5	1
CCOC(=O)C1(Cc2cccc(OC)c2)CCCN(C(=O)CCSC)C1 (centres undefined)	10	-2	16	-2	10	9	-1	-7
CCc1ccc([C@@H]2CC=C(C(=O)O)[C@H](c3ccc(Cl)cc3)N2S(=O)(=O)c2ccc(C)cc2)cc1	4	6	-1	7	7	-1	24	-26
N#CC1(Nc2ccccc2)C(=O)Nc2ccccc21 (centres undefined)	10	-7	30	3	28	-14	-4	0
NC(=O)C(c1ccc(F)cc1)c1ccc(C(=O)c2ccccc2)cc1 (centres undefined)	4	0	8	-2	18	-5	-5	6
CC(C)c1nc(=S)n(-c2ccccc2)[nH]1	0	-3	-1	5	-14	4	-2	-4
COc1ccc(C2C(C(=O)NCc3ccccn3)CCC(=O)N2c2cc(OC)c(OC)c(OC)c2)cc1 (centres undefined)	-7	-2	-3	-8	16	2	-4	21
O=C(CCc1ccccc1)Nc1ccc(S(=O)(=O)NC2=NCCCCC2)cc1	-1	-1	3	-1	8	15	-9	2
CCOC(=O)/C(C#N)=C/C=C1/C=CC=CN1C	6	-3	9	4	31	-24	-4	-36
Cc1ccc(C(=O)Nc2ncc3c(Cl)cccc3n2)cc1	4	-3	16	7	13	-88	2	-2
COc1ccc(NC(=O)NC2(C(=O)N3CCOCC3)CCCCC2)cc1	13	0	-10	6	10	6	1	0
CN1CCC(NC(=O)c2ccncc2)CC1	0	-3	0	-9	10	-5	-3	11
CN(C)c1ccc(/C=N/NC(=O)c2nnn(-c3nonc3N)c2CN2CCCCCC2)cc1	14	2	21	13	-6	4	2	-17
O=C(c1ccc(COc2ccc(Br)cc2)o1)N1N=C(C(F)F)CC1(O)C(F)F (centres undefined)	-15	-10	-2	-11	-1	-8	-5	8
CN(c1ccccc1C(=O)NCc1ccccn1)S(C)(=O)=O	-2	-4	-5	-17	10	1	-8	-11
Oc1ccccc1N1CCN(C(=S)Nc2ccc(SC(F)F)cc2)CC1	-13	2	-13	-12	-9	76*	-16	-7
O=C(CCNC(=O)c1ccccc1Cl)Nc1ccc2c(c1)OCO2	3	-1	5	-8	1	8	8	-8
CCOC(=O)N1CCC(NC(=O)c2cc(C(=O)Nc3ccc(F)cc3F)ccc2CO)CC1	1	-6	13	-1	7	-2	-2	1
O=C(COC(=O)CNC(=O)C1CCCCC1)Nc1ccc2ccccc2c1	-8	-4	8	-4	-6	-9	-17	12
CS(=O)(=O)c1ccc(-c2nn[nH]n2)cc1	-7	-1	13	5	18	-7	0	-1
O=C(NC(=S)Nc1ccc(CN2CCCCC2)cc1)c1cccc(OCc2ccccc2)c1	27	-6	34	20	14	15	-14	20
O=C(NC1CCCCCCC1)c1cc(-c2ccccn2)nc2ccccc12	10	-2	13	-30	12	5	-5	-13
Following part
SMILES	CXCR6 inh	APJ ag	CCR6 antagonist	EBI2 antag	APJ antagonist	Gli-Sufu block	ATG4B inhibitor	UBC13 polyUb
CC(C)c1csc(CN2CCN(CCc3ccccc3)C(CCO)C2)n1 (centres undefined)	-1	-1	-3	-4	-1	15	-8	-14
CN(C)S(=O)(=O)N1CCC(Oc2cccc(C(=O)N3CCCCCCC3)c2)CC1	2	-6	19	-1	-4	3	-5	-8
CCC(C)C(NC(=O)c1ccccc1NC(=O)c1ccco1)C(=O)NNC(=O)c1ccncc1 (centres undefined)	2	-5	3	-4	1	-4	0	-4
CCOc1ccc(S(=O)(=O)Nc2ccc(C(=O)NN)cc2)cc1	-6	-1	-5	1	17	-2	-4	5
O=C(CCN=C1NS(=O)(=O)c2ccccc21)OCc1ccccc1	5	11	5	-5	-4	-8	8	2
O=C(c1ccccc1)n1ccn(-c2ccccc2)c1=S	4	1	-7	-6	-5	-14	-6	2
